Assay outcomes: PubChem BioAssay, several laboratories
HSP90 refold inh = HSP90 refolding inhibition in rabbit reticulocyte lysate. inhibition, % at 5.6 µM. luciferase refolding luminescence, 3 h. 290,000 tested, 0.91% active;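 active = inhibition above the screen-wide mean plus 3 SD, computed separately per campaign, cut at about 16% in these data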;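 also: 0% = DMSO wells and 100% = 60 µM geldanamycin wells; inhibitors lower the luminescence because luciferase stays unfolded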
aSyn UTR inh = 5' untranslated region of α-synuclein, MLPCN primary screen; alpha-synuclein 5'UTR reporter, inhibitor activity; AID 1813; inhibition, % (tested at 7.5 µM); 300,000 tested, 0.82% active; in the data active = inhibition above about 60%;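 also: H4 neuroglioblastoma cells stably carrying SNCA 5'UTR luciferase fusion; 0% = DMSO wells and 100% = positive control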
HIF activator = HIF pathway transcriptional activation | 300,000 tested, 0.32% active | activation, % at 7.5 µM (by protocol) | AID 1910 | U2OS HRE-luciferase reporter, luminescence; normalized: DMSO 0%, desferrioxamine 100%;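 active = mean activation of at least 10% of the iron chelator positive control signal, with at least half of replicates also reaching 10%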
HSF1 inhib = HSF1 inhibition; NIH3T3-HGL HSE-luciferase, MG132-induced, luminescence 8 h; hits give low values; activity change, negative = inhibition, % at 7.5 µM (by protocol); 300,000 tested, 0.77% active; AID 2098;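 active = more than half of replicate wells show activity change below -50%, luminescence cut by over half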;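 also: luciferase reports HSF-1 transcriptional activity via heat shock element; 0% = median of DMSO wells and -100% = zero luminescence signal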
HDAC3 inh = inhibitors of human histone deacetylase 3 | O15379 | recombinant HDAC3, fluorogenic peptide/trypsin coupled, fluorescence | inhibition, % at 8.3 µM | 320,000 tested, 0.15% active | AID 2718; in the data active = inhibition above about 26%, passing the limit was not always enough
Target sequence (O15379 whole entry, looked up): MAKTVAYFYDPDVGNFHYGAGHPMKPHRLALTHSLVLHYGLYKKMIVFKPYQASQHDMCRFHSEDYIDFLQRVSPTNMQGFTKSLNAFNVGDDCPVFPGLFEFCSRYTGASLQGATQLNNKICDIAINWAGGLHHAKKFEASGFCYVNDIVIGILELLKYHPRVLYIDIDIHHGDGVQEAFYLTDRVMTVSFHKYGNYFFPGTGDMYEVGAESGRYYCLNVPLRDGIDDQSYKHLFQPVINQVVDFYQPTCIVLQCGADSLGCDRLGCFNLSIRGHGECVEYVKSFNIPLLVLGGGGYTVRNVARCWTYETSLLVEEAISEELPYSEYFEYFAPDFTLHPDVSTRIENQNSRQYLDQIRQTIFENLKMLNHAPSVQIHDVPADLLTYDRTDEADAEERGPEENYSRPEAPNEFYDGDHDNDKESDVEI
KLF5 inh = kruppel-like factor 5 inhibition; DLD-1 KLF5 promoter-luciferase reporter, luminescence; inhibition, % at 5 µM; 290,000 tested, 0.23% active;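 active = inhibition above a per-plate limit of that plate's mean compound inhibition plus 3 SD, cut at about 60% in these data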;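 also: 0% = DMSO wells and 100% = LY294002 at 200 µM; higher means less KLF5 promoter-driven luciferase light; inactives centre near -14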
Platelet DG rel = platelet dense granule release activity; human platelet-rich plasma, SFLLRN dense granule ATP release, luminescence; inhibition, %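 (compounds screened at 7.5 µM in platelet-rich plasma)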; 300,000 tested, 0.22% active; AID 1663;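 active = mean replicate score, as percent of positive control, at or above 50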
AI-2 QS modul = Vibrio harveyi AI-2 quorum sensing modulation; Vibrio harveyi JMH597 AI-2 luminescence/OD600 ratio, 9 h; hits give low values; strain lacks LuxN and CqsS sensors; 0 = neutral-control median; activity change, % at 7.5 µM; 300,000 tested, 0.4% active; AID 2094; in the data active = activity change below about -75%, passing the limit was not always enough;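 also: luminescence divided by OD600 gain over 9 h not by final OD600 alone; inactives centre near 13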
HSF-1 act = increases HSF-1 driven luciferase reporter signal; activation, % at 9 µM; 300,000 tested, 1.7% active; AID 504408; NIH3T3-HGL HSF-1 luciferase reporter, MG132, 8 h; 100% = twice DMSO control signal;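 active = mean replicate activation of at least 50% with a set share of replicates each reaching 50%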;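 also: 0% = median of the neutral control wells and 100% = twice that signal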
IEC-6 cytotox = counter-screen for KLF5 inhibitors: cytotoxicity in IEC-6 cells | IEC-6 cytotoxicity, luminescence viability | inhibition, % at 5 µM | 290,000 tested, 0.78% active | AID 1825; in the data active = inhibition above about 22%;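 also: 0% = plate median of test compound wells and 100% = cytotoxic reference compound wells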
An asterisk follows results filed as active; nt = not tested or not shown. Outcome played no part in choosing rows (roughly 5% active in at least one column).

SMILES	HSP90 refold inh	aSyn UTR inh	HIF activator	HSF1 inhib	HDAC3 inh	KLF5 inh	Platelet DG rel	AI-2 QS modul	HSF-1 act	IEC-6 cytotox
COc1ccc(C(C(=O)NC2CCCC2)N(C(=O)c2csnn2)C2CC2)cc1 (stereo unspecified)	-1	17	-0.3	4	6	10	nt	26	26	-8
COc1ccccc1CNC(=O)c1cc(C)nn1-c1ccccc1	1	19	-0.4	0	2	-9	5	6	7	1
NC(=O)CC(NC(=O)c1ccc(Br)cc1)c1ccc(NCc2ccc(F)cc2)c([N+](=O)[O-])c1 (stereo unspecified)	nt	14	0.1	11	-2	nt	7	-2	1	nt
O=C(c1ccco1)N1CCN(C(=O)C23CC4CC(CC(C4)C2)C3)CC1	1	-11	-0.3	-5	-4	-12	3	17	0	0
Cc1ccc(Nc2nc(N)c([N+](=O)[O-])c(NCCO)n2)cc1C	3	25	1.7	9	5	-34	3	3	25	-2
Cc1noc(NS(=O)(=O)c2ccc(NC(=O)CC34CC5CC(CC(Br)(C5)C3)C4)cc2)c1C	-2	8	-0.9	6	2	4	0	28	1	4
CCN(CC)CCn1c(NCc2ccc3c(c2)OCO3)nc2ccccc21	-1	2	0.7	1	-2	-28	-3	4	7	3
Fc1ccc(C2CCCN2Cc2nc(CC3CC3)no2)cc1 (stereo unspecified)	3	-17	nt	nt	-3	-25	-4	13	nt	-2
COc1ccc2[nH]c3c(=O)n(Cc4ccc(C(=O)N5CCCC5)cc4)c(=S)[nH]c3c2c1	1	-52	0.9	-6	nt	-11	4	0	17	1
Cc1onc(COc2ccccc2O)c1Br	4	-19	0.6	13	11	-9	0	9	19	7

Ordered by the number under HSP90 refold inh (high to low): 3 from the list above.
mol	HSP90 refold inh
Cc1onc(COc2ccccc2O)c1Br	4
Cc1ccc(Nc2nc(N)c([N+](=O)[O-])c(NCCO)n2)cc1C	3
CCN(CC)CCn1c(NCc2ccc3c(c2)OCO3)nc2ccccc21	-1

Next entries follow.
SMILES	HSP90 refold inh	aSyn UTR inh	HIF activator	HSF1 inhib	HDAC3 inh	KLF5 inh	Platelet DG rel	AI-2 QS modul	HSF-1 act	IEC-6 cytotox
CCOc1cccc(CNc2ccc(O)cc2)c1OCc1ccc(Cl)cc1	1	10	-0.6	2	9	9	1	16	11	-5
O=C(NCC1CCCO1)Nc1cccc(Cl)c1 (stereo unspecified)	1	-25	-2.6	5	0	-51	2	0	5	-1
CCn1c(=NC(=O)CS(=O)(=O)c2ccccc2)sc2cccc(OC)c21	nt	-12	0.6	-5	4	nt	16	10	14	nt
Cc1ccc(NC(=O)NCC2CC2(Cl)Cl)cc1 (stereo unspecified)	2	-165	2.3	18	1	-129	1	0	26	1
Cc1nnc(N(C)C(=O)c2cccnc2)s1	1	-5	-0.3	-5	-2	-22	-8	5	20	0
Cc1cc(S(=O)(=O)N(Cc2ccccc2)Cc2ccc(N(C)C)cc2)ccc1-n1cnnn1	6	27	-0.3	2	6	-20	-3	-1	1	-2
CC1(C)Cc2ccccc2C(=NCC(=O)O)N1	-6	-6	-0.3	-3	1	-37	0	18	20	-2
CCN(CC)CCN1C(=O)C2C(C(=O)Nc3cc(C)cc(C)c3)C3C=CC2(O3)C1C(=O)NC1CCCCC1 (stereo unspecified)	2	-6	-0.3	-1	-1	1	-2	25	2	-7
Cc1c(N(C(=O)c2cc(=O)[nH]c3ccccc23)C(C)C)c(=O)n(-c2ccccc2)n1C	-1	-4	-0.3	-1	0	12	-6	26	11	-3
O=C(NN=C1CCCC1)c1ccccc1O	2	-30	-0.7	-10	-1	-22	7	49	-8	2
CC(C)COc1ccc(CNC(=S)Nc2ccccc2)cc1Cl	-3	4	-1.6	8	-15	-41	-7	-2	20	4
COc1ccccc1NC(=O)CCCCCN1C(=O)c2cccc3cccc(c23)C1=O	14	14	0.7	-2	-5	4	10	nt	-10	-4
CC(=O)N(Cc1ccc2c(c1)OCO2)C1CC(=O)N(CCc2ccccc2)C1=O (stereo unspecified)	-3	10	-0.1	-3	-5	8	-1	30	-3	-4
CC(C)c1onc(C(=O)N2CCCCCC2)c1[N+](=O)[O-]	3	-16	0.0	2	3	3	-5	26	7	2
Cc1cc2nnc(SCC(=O)NCc3cccs3)n2c(N)n1	0	-4	-0.3	2	-2	-29	-1	26	3	-1
COC(=O)C1=C(C(=O)OC)[C@@H]2N(C)c3ccccc3[C@@]23C[C@@H](CO)N(C(=O)c2cccs2)C3=N1	nt	16	0.4	-2	1	nt	0	20	-21	nt
COc1ccc([N+](=O)[O-])cc1NC(=O)c1ccccc1N(C)S(C)(=O)=O	-5	24	-0.1	-2	6	-28	2	22	-8	-6
Cc1cccc(C)c1NS(=O)(=O)c1ccc(NC(=O)c2ccc(Cl)c([N+](=O)[O-])c2)cc1	-2	2	-0.5	4	13	-22	-3	-4	18	-12
CCOC(=O)C1CCCN(S(=O)(=O)c2cc(OCC(N)=O)c(C)cc2Cl)C1 (stereo unspecified)	-6	9	-0.3	-7	-4	-6	-3	9	8	-14
O=C(NCCc1ccc(C(F)(F)F)cc1)c1ccc(Cl)nc1	1	-5	2.6	0	-2	-15	9	-5	17	-6
Cc1cccc(C)c1NC(=O)CN(C)C(=O)CC1Sc2ccccc2NC1=O (stereo unspecified)	nt	7	0.0	-3	0	nt	-21	10	6	nt
S=C(NCCN1CCOCC1)Nc1ccc(Cl)c(Cl)c1	-2	-23	0.1	5	3	8	2	0	29	2
COc1ccc(CNC(=O)C2CCCN2)cc1OC (stereo unspecified)	5	-28	-0.3	-2	1	-10	-6	7	10	8
Cc1ccccc1COc1ccc2oc(C)c(C(=O)O)c2c1	0	-11	0.1	-2	nt	-16	0	4	-6	-3
COc1cc([N+](=O)[O-])ccc1N1C(=O)CC(Sc2nccc(C)n2)C1=O (stereo unspecified)	2	4	0.0	-1	6	-18	-9	17	-3	-4
CCS(=O)(=O)c1nc(S(=O)(=O)c2ccc(C)cc2)c(NCCCN2CCCC2=O)s1	-2	10	0.0	2	5	-17	0	6	5	-1
Cc1ccc(N/C=C/C(=O)c2cccs2)cc1	-5	42	-2.0	-5	0	-35	52*	16	-9	-10
COc1ccccc1N1CCN(CCCCN2C(=O)C3CCCCN3C2=O)CC1 (stereo unspecified)	-1	-11	-2.5	-1	-4	-28	-1	22	22	0
CC(=O)Nc1c(O)nc(SCC(=O)Nc2sc3c(c2C#N)CCCCCC3)[nH]c1=O	-7	-3	0.0	-2	8	-10	-1	23	3	-5
CC1(C)CC(N2CCOCC2)=CC(=[N+]2CCOCC2)C1	-6	-9	0.1	-8	14	-21	-16	2	-12	-4
O=C(CSc1ccc(F)cc1)NC(=O)NCc1ccccc1	-1	30	-0.2	13	-3	-10	3	8	23	-2
O=C(Nc1ccc(Cl)cc1)C1CC(=O)n2c(nc3ccccc32)N1 (stereo unspecified)	1	9	-0.9	-7	-4	-31	-2	18	-7	1
Cc1cc(C(=O)OC2CCOC2=O)c2ccccc2n1 (stereo unspecified)	3	-5	-0.1	-8	-2	-33	-6	4	-6	7
COc1cccc2c(=O)n(CC(=O)NC3CCCC3)ccc12	-3	-2	0.3	1	-5	-9	-13	12	12	7
Cc1ccc(O)c(-c2cc(-c3ccccc3F)[nH]n2)c1	-5	-115	2.2	135	14	-72	-30	2	157*	-3
COc1ccc(CN2C(=O)c3cccnc3C2=O)cc1S(=O)(=O)N1CC(C)Oc2ccccc21 (stereo unspecified)	0	-6	-0.4	-2	-3	1	1	23	5	-2
Cc1c(C#N)c2ccccc2n1CC(=O)N1CCc2ccccc2C1	0	12	-0.2	11	5	-13	-5	-1	23	6
O=C(COC(=O)c1ccco1)c1ccc2ccccc2c1	-2	-19	1.8	8	-2	-22	1	-4	21	1
Cc1nc(N)c2c(Cc3cccc4ccccc34)nn(C(C)(C)C)c2n1	nt	21	-0.9	-3	-3	nt	4	2	10	nt
Cc1cc(C)c(NC(=O)CN2CCN(c3ccccn3)CC2)c(C)c1	-5	-1	-0.6	14	-5	-36	4	28	27	-3
Cc1ccc(CN2CCN(Cc3ccccc3C(F)(F)F)CC2)cc1	1	10	nt	-7	5	-33	-3	13	-10	-3
Cc1nc2nc(NC(=O)c3ccco3)nn2c(C)c1Cl	-2	-95	0.8	18	6	-96	-9	24	19	-5
CCOCCOC(=O)c1[nH]c2c(c1C)C(=O)CC(c1ccc(N(C)C)cc1)C2 (stereo unspecified)	2	-3	2.4	1	0	-20	-9	18	19	7
CCC(C(=O)O)n1c(C(F)(F)F)nc2ccccc21 (stereo unspecified)	3	7	-0.2	-2	1	-5	0	5	-1	2
C/C(=N/NC(=O)c1cccs1)c1c(C)[nH]n(-c2nc3ccccc3s2)c1=O	16	-10	0.1	-27	-10	-80	10	11	-43	42*
CCOc1ccccc1C(=O)N/N=C/c1c[nH]c2ccccc12	-1	-31	0.3	-1	5	14	2	9	-3	5
O=C(c1cc2ccccc2o1)N(Cc1nnc(-c2ccccc2Cl)o1)C1CC1	nt	-9	-0.2	12	-4	nt	2	7	37	nt
CCc1ccc(C(=O)COC(=O)CNC(=O)CNS(=O)(=O)c2ccccc2)cc1	-4	-9	0.2	-6	1	1	-8	53	-5	-3
CC(C)(CNC(=O)c1ccc([N+](=O)[O-])c(Cl)c1)CNC(=O)c1ccc([N+](=O)[O-])c(Cl)c1	-6	24	3.0	6	17	-31	1	-5	28	5
CCCn1nnnc1NCc1ccc(N(CC)CC)cc1	-2	-25	-1.7	-4	-9	-17	0	21	-6	-3
Other records follow:
SMILES	HSP90 refold inh	aSyn UTR inh	HIF activator	HSF1 inhib	HDAC3 inh	KLF5 inh	Platelet DG rel	AI-2 QS modul	HSF-1 act	IEC-6 cytotox
O=c1[nH]c2ccccc2c(=O)n1CCCO	3	-7	-0.5	-9	1	-42	2	13	5	-2
COc1ccc(N2CC(C(=O)N/N=C/c3cccs3)CC2=O)cc1 (stereo unspecified)	5	5	-0.2	-1	-1	-36	12	15	-5	-5
Nc1ccc(-c2nnc(-c3ccc(-c4ccccc4)cc3)o2)cc1	2	-217	2.1	9	-46	-31	-1	40	7	-4
Cc1cc(C)nc(NS(=O)(=O)c2ccc(NC(=O)c3ccc4c(c3)OCCO4)cc2)n1	-2	12	0.0	1	0	-30	5	10	8	0
COCCCn1cnnc1SCC(=O)Nc1ccc(S(=O)(=O)N2CCCC2)cc1	-5	14	0.7	-10	5	-16	-23	-16	-6	4
Cn1cnnc1SCC(=O)c1ccc2c(c1)OCO2	-2	-3	-0.3	-9	-11	-10	4	7	-5	-2
CN(C)/C=C1\N=C(c2cccnc2Oc2ccc(Cl)cc2)OC1=O	6	34	-0.5	3	5	12	18	11	1	2
Nc1cccc(C(=O)OCC(=O)c2ccccc2)c1	7	-86	1.4	15	0	-61	10	15	29	-12
CCOC(=O)c1ccc(N=c2scc(C)n2CC)cc1	5	-91	0.5	1	-6	-102	-7	17	11	6
CCOC(=O)CN1C(=O)C(O)(C2CCc3ccccc3C2=O)c2ccccc21 (stereo unspecified)	-6	18	-0.2	-6	-1	-41	0	17	-6	2
COc1ccc(/C=C(\C#N)C(=O)OCC(=O)NCc2ccc(Cl)cc2)cc1	3	-17	-12	0	7	-4	5	10	-1	-5
COC(=O)c1c(C)oc2ccc(N(C(=O)c3ccncc3)S(=O)(=O)c3ccc(C)cc3)cc12	3	110*	0.0	-20	5	45	4	14	-17	52*
CC#CCN1c2ccccc2[C@]23C[C@@H](C(=O)OC)N(C(=O)OCC)C2=NC(C(=O)OC)=C(C(=O)OC)[C@H]13	nt	9	-0.4	-5	10	nt	-3	-2	-15	nt
